Compound activity (PubChem)
PglD inh: PglD (C. jejuni) enzyme inhibition; purified PglD enzyme, DTNB colorimetric CoA detection; inhibition, % at 12.5 µM; hit rate 0.098% among 360,000; AID 602405; in the data active means inhibition above about 16%, passing the limit was not always enough; inconclusive means no clear call, values can overlap the other calls; further: strong numbers were not always called active
ERp5 inh: ERp5 (human) disulfide isomerase inhibition; ERp5 insulin aggregation, absorbance 650 nm, 90 min; inhibition, % at 9.99 µM; hit rate 0.05% among 350,000;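 active means mean replicate inhibition above about 25%, with every replicate also reaching it, limit read from the data, passing the limit was not always enough; inconclusive means only one of those two criteria met; inactive means neither criterion met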
Target sequence (Q15084 whole entry, looked up): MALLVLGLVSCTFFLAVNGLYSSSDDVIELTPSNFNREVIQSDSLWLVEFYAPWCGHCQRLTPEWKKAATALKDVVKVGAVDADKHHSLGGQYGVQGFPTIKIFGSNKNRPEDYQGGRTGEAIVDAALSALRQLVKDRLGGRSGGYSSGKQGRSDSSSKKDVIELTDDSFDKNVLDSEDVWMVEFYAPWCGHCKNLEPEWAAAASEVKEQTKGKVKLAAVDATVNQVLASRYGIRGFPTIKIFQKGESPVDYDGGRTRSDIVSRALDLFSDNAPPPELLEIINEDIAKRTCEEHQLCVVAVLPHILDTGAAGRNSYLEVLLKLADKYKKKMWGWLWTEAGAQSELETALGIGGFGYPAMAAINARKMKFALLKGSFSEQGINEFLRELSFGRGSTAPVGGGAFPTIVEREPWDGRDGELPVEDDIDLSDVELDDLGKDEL
CASP6 VEID inh: blocks human caspase-6 cleavage activity. P55212. purified caspase-6, Z-VEID-R110 cleavage fluorescence. inhibition, % at 12.5 µM. hit rate 0.53% among 350,000;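 active means mean inhibition across replicates at least about 35%, with every replicate also reaching that limit, limit read from the data; inconclusive means only one of the two criteria met; inactive means neither criterion met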;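 further: 0% = median of neutral control wells and 100% = no fluorescence left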
RAD54 branch: RAD54 (human) branch migration inhibition | RAD54 Holliday junction branch migration, FAM/BHQ fluorescence | inhibition, % at 10.4 µM | hit rate 0.14% among 360,000;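 active means mean normalized replicate activity at least 40 and at least half of replicates scoring 40 or more; inconclusive means only one of the two criteria met; inactive means mean below 40 and under half of replicates reaching 40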;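 further: 0% = median of neutral control wells and 100% = median of positive control wells; inhibitors cause a drop in the FAM fluorescence signal; in these data hits start at about 50%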
esBAF inh: blocks esBAF chromatin remodeling in mouse ES cells; hit rate 2% among 350,000; reporter increase, % at 12.5 µM; AID 602393; Bmi1-luciferase knock-in reporter, 24 h; 100% = twice the neutral-well signal; in the data active means activation above about 40%; inconclusive means no clear call, values can overlap the other calls;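 further: 0% = median of the plate's neutral control wells and 100% = double that signal; a rise in the Bmi1 reporter signal indicates esBAF inhibition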
E-selectin induc: E-selectin induction on HUVECs; P16581; AID 686992; activation, % at 7.58 µM; hit rate 0.37% among 260,000; HUVEC E-selectin immunofluorescence imaging; normalized: neutral wells 0, TNF-alpha wells 100;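 active means mean E-selectin-positive cell signal at least 10% of the positive control, reached in at least 60% of replicates, without over 20% cell loss; inconclusive means no rule given, readout overlaps actives, possibly toxicity-flagged; inactive means the rest, including those meeting only one limit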;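 further: in these data hits start at about 27%; measured in HUVEC primary endothelial cells; signal is the percent of cells scored E-selectin positive by PE staining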
Target sequence (P16581 whole entry, looked up): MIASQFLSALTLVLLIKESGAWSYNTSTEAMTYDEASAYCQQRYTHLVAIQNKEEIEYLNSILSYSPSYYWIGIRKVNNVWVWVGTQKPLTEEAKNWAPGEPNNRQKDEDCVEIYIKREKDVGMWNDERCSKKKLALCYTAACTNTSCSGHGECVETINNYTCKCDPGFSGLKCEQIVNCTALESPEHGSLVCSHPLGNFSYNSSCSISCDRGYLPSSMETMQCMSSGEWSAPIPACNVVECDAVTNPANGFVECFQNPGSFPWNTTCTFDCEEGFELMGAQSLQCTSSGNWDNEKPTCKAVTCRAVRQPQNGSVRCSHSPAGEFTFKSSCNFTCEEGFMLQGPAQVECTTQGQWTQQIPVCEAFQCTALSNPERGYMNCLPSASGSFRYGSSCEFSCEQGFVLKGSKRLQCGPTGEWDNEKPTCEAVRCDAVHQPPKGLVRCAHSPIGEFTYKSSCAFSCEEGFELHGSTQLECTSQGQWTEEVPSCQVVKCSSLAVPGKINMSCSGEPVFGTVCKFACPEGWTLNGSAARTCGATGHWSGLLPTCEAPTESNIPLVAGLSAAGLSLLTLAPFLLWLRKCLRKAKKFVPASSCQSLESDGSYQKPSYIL
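Read-out: % PE-positive cells | Test system: HUVEC | Doses: One compound dose added by pin transfer | Buffer or medium: EGM-2 over gelatin coat | Signal: Immunofluorescence imaging | Benchmarks: TNF-alpha, DMSO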
ARNT-TACC3 inh: disrupts binding between human ARNT and TACC3; Q9Y6A5; AlphaScreen His-ARNT PAS-B/GST-TACC3 binding, luminescence; TACC3 fragment carries E629A point mutation; inhibition, % at 9.99 µM; hit rate 0.66% among 390,000; AID 623870;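 active means mean inhibition of replicates at least 50% and at least half of replicates each reaching 50%; inconclusive means half or more replicates reach 50% but mean below 50%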;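 further: 0% = complete ARNT plus TACC3 wells and 100% = ARNT alone without TACC3; many hits fall short of the cut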
RAD52 inh: RAD52 (human) annealing inhibition; AID 651710; hit rate 0.46% among 360,000; recombinant RAD52 DNA annealing, FRET fluorescence; inhibition, % at 18.7 µM; P43351;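 active means every replicate showing at least 50% inhibition; inconclusive means mean inhibition at least 50% but not in every replicate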
Active calls of the source: *; ? = inconclusive; · = not tested or not shown.

Preview (5 entries):
SMILES | PglD inh | ERp5 inh | CASP6 VEID inh | RAD54 branch | esBAF inh | E-selectin induc | ARNT-TACC3 inh | RAD52 inh
COc1ccc(C(C(=O)NC(C)(C)C)N(CCc2ccccc2)C(=O)CCC(=O)Nc2cc(C)on2)cc1 (centres undefined) | 1 | 1 | 1 | -7 | 15 | · | 29 | -2
OCCC1CN(Cc2ccc(Oc3ncccn3)cc2)CCN1Cc1ccc(F)c(F)c1 (centres undefined) | · | 1 | -1 | · | -7 | -0.8 | 0 | -12
Cc1ccc(C)c(OCCC(=O)OCC(=O)Nc2cccc(S(=O)(=O)N3CCCC3)c2)c1 | 4 | -4 | 6 | 0 | -2 | · | -6 | -3
O=C1COc2ccc(C(=O)COC(=O)Cc3ccsc3)cc2N1 | · | 0 | -2 | · | · | 0.0 | · | -5
O=C(COc1ccccc1)Nc1ccc(C(=O)N2CCCC2)cc1 | -6 | -16 | -5 | 4 | · | 0.3 | -27 | -2

The list itself, from the start:
SMILES | PglD inh | ERp5 inh | CASP6 VEID inh | RAD54 branch | esBAF inh | E-selectin induc | ARNT-TACC3 inh | RAD52 inh
COc1ccc(C(C(=O)NC(C)(C)C)N(CCc2ccccc2)C(=O)CCC(=O)Nc2cc(C)on2)cc1 (centres undefined) | 1 | 1 | 1 | -7 | 15 | · | 29 | -2
OCCC1CN(Cc2ccc(Oc3ncccn3)cc2)CCN1Cc1ccc(F)c(F)c1 (centres undefined) | · | 1 | -1 | · | -7 | -0.8 | 0 | -12
Cc1ccc(C)c(OCCC(=O)OCC(=O)Nc2cccc(S(=O)(=O)N3CCCC3)c2)c1 | 4 | -4 | 6 | 0 | -2 | · | -6 | -3
O=C1COc2ccc(C(=O)COC(=O)Cc3ccsc3)cc2N1 | · | 0 | -2 | · | · | 0.0 | · | -5
O=C(COc1ccccc1)Nc1ccc(C(=O)N2CCCC2)cc1 | -6 | -16 | -5 | 4 | · | 0.3 | -27 | -2
Cc1cc(O)cc(=O)n1-c1ccc(OC(F)F)cc1 | · | -4 | 2 | · | · | 0.0 | · | -16
CC(=O)c1ccc(N2CCN(C(=O)c3ccc4nc[nH]c4c3)CC2)cc1 | 3 | · | · | -7 | -1 | 0.1 | 2 | ·
COc1ccc(Cc2nc(-c3cccs3)no2)cc1 | 4 | 2 | 1 | 2 | ? | · | · | -6
CCC1CCCCN1S(=O)(=O)c1ccc(C(=O)Nc2nnc(C3CC3)o2)cc1 (centres undefined) | 1 | 0 | 1 | 5 | -6 | -0.2 | 42 | -11
O=C(NC1=NCCS1)c1ccc(Br)s1 | 4 | · | · | -6 | 11 | · | -3 | ·
CN(Cc1ncc[nH]1)C(=O)CC1C(=O)NCCN1Cc1c(F)cccc1Cl (centres undefined) | -5 | -2 | -1 | -6 | -7 | 2.1 | 5 | -9
CCO[C@@H]1OC(C(=O)N2CCN(C)CC2)=C[C@H](c2csc3ccccc23)[C@H]1CCCO | -5 | 1 | 2 | -4 | -6 | -0.1 | 3 | -3
Cc1ccc(S(=O)(=O)N2CCN(C(=O)COc3ccc(-c4nnco4)cc3)CC2)cc1 | -1 | · | · | 6 | -5 | · | -3 | ·
Cc1cccc(-n2cnc(C(=O)Nc3cccnc3)c2)n1 | 0 | · | · | -7 | 30 | · | -4 | ·
O=C(Nc1ncn[nH]1)c1cc(S(=O)(=O)Nc2cccc(C(F)(F)F)c2)ccc1Cl | · | 3 | 25 | · | · | -2.4 | 4 | -10
C/C(=N/NS(=O)(=O)c1cc(C)ccc1C)c1ccc2c(c1)OCO2 | 3 | 1 | -2 | -5 | -4 | 0.0 | -8 | -9
Cn1cc(S(=O)(=O)CC(=O)N2CCc3ccccc32)c2ccccc21 | -2 | 3 | 5 | 1 | 4 | -2.3 | -23 | 6
O=C(Nc1cccc(Cl)c1)N[C@@H]1CC[C@H](CCNC(=O)C2CC2)O[C@@H]1CO | -2 | 1 | -3 | 5 | 1 | -0.2 | -18 | 9
COc1cccc(-n2c(Cc3cc(=O)[nH]c(=O)[nH]3)nnc2SCC(=O)NC2CCCC2)c1 | -3 | 0 | 8 | -13 | -10 | 1.2 | · | -34
CCOc1ccc(CCNC(=O)Cn2ccc3ccccc3c2=O)cc1OCC | · | 7 | 0 | · | · | · | -19 | -14

Not a retest: entries from further up.
SMILES | PglD inh | ERp5 inh | CASP6 VEID inh | RAD54 branch | esBAF inh | E-selectin induc | ARNT-TACC3 inh | RAD52 inh
COc1ccc(C(C(=O)NC(C)(C)C)N(CCc2ccccc2)C(=O)CCC(=O)Nc2cc(C)on2)cc1 (centres undefined) | 1 | 1 | 1 | -7 | 15 | · | 29 | -2
OCCC1CN(Cc2ccc(Oc3ncccn3)cc2)CCN1Cc1ccc(F)c(F)c1 (centres undefined) | · | 1 | -1 | · | -7 | -0.8 | 0 | -12
Cc1ccc(C)c(OCCC(=O)OCC(=O)Nc2cccc(S(=O)(=O)N3CCCC3)c2)c1 | 4 | -4 | 6 | 0 | -2 | · | -6 | -3

(list continues)
SMILES | PglD inh | ERp5 inh | CASP6 VEID inh | RAD54 branch | esBAF inh | E-selectin induc | ARNT-TACC3 inh | RAD52 inh
C[C@@H]1CN([C@@H](C)CO)S(=O)(=O)c2ccc(C#CCN(C)C)cc2O[C@@H]1CN(C)C | 3 | 2 | -1 | -20 | -3 | 0.3 | 0 | 2
Nc1nnc(SCC(=O)Nc2cccc(S(=O)(=O)N3CCCCC3)c2)s1 | -2 | 1 | -2 | 1 | -5 | 0.4 | 1 | -9
COc1cc(C2NC(=O)NC(C)=C2C(=O)OC(C)C)ccc1OC(=O)c1ccco1 (centres undefined) | -4 | · | · | 2 | -3 | · | 2 | ·
CC1(C)CC(=O)N(c2cc(Cl)ccc2Cl)C(=O)C1 | -1 | 4 | · | 0 | 4 | -0.2 | -5 | -5
O=C(Nc1ccccc1)N1C[C@H]2[C@@H](c3ccccc31)[C@H](CO)N2CC1CCCC1 | -2 | 5 | 3 | 5 | 8 | -0.5 | 6 | 5
Cn1c(C(=O)OCC(=O)NCc2ccc(F)cc2)cc2occc21 | 3 | -2 | -2 | -5 | -11 | 0.2 | -3 | -8
CCOc1ccccc1OCC(=O)NN1Cc2ccccc2C1=N | -2 | · | · | -7 | -5 | · | -5 | ·
C[C@@H]1CN([C@@H](C)CO)C(=O)c2cc(NC(=O)Cc3ccccc3)ccc2O[C@@H]1CN(C)Cc1ccc(C(=O)O)cc1 | -6 | -2 | 2 | 2 | -3 | 0.0 | -10 | -6
Cc1cc2ccccc2n1CCNC(=O)C(C)(C)C | 1 | 8 | 5 | -12 | -44 | 0.1 | -1 | -30
Cc1nc2ccccc2c2c1CC(C(C)(Cl)Br)O2 (centres undefined) | · | 3 | 1 | · | -8 | · | -3 | -19
COc1ccc(NC(=O)C(CC(=O)O)Cc2ccc(Cl)cc2)cc1 (centres undefined) | 0 | 1 | -1 | 1 | -2 | · | 7 | -10
COC(=O)c1cnc(Oc2ccc(NC(=O)NC(=O)c3c(F)cccc3Cl)cc2)cc1C(F)(F)F | · | 2 | -3 | · | -36 | · | -1 | -10
O=C(CCN1C(=O)c2ccccc2C1=O)Nc1cccc(O)c1 | -1 | -2 | 0 | -14 | -2 | · | -3 | -11
O=C(CCN1CCCCC1)N[C@@H]1CC[C@H](CCNS(=O)(=O)c2ccc(F)cc2)O[C@H]1CO | 2 | -8 | 0 | -7 | -2 | 1.3 | -8 | 9
CCOc1ccc(NC(=O)CSc2nc(=O)n(CCCN3CCOCC3)c3c2CCC3)cc1 | 0 | 2 | 0 | 4 | 0 | -0.5 | -2 | -3
Cc1cc(-c2csc3ncnc(N4CCN(C)CC4)c23)cc(C)c1C | -7 | 4 | 2 | 8 | -3 | · | 4 | 8
c1ccc(CSc2nccc(-c3ccco3)n2)cc1 | -1 | 1 | 2 | 5 | 37 | 15 | · | -16
Cc1csc(NC(=O)CS(=O)(=O)Cc2ccccc2)n1 | · | -1 | -2 | · | -4 | · | -3 | -6
CCC(=O)NC[C@@H]1[C@H](c2ccc(C3=CCCC3)cc2)[C@H](CO)N1C(=O)C1CC1 | 0 | · | · | -1 | 7 | 0.0 | -2 | ·
COC(=O)Nc1sc2c(c1C(=O)N1CCOCC1)CCC(C)C2 (centres undefined) | 1 | -1 | 1 | -7 | 2 | · | 1 | -11
C[C@H](CO)N1C[C@H](C)[C@@H](CN(C)Cc2ccc3c(c2)OCO3)Oc2ccc(NC(=O)Cc3cn(C)c4ccccc34)cc2C1=O | 3 | 3 | -4 | -3 | 1 | 4.1 | 5 | -4
Nc1nc(SCC(=O)Nc2ccccc2)[nH]c(=O)c1NC(=O)c1cccs1 | -7 | -3 | -2 | 9 | -7 | · | -2 | 3
COC(=O)C[C@H]1C[C@@H]2c3cc(NC(=O)C4CCC4)ccc3O[C@@H]2[C@H](CO)O1 | -1 | 2 | 0 | -6 | -3 | -0.3 | -4 | 3
O=C(CN1C(=O)NC2(CCc3ccccc32)C1=O)Nc1c(Cl)cccc1Cl (centres undefined) | -3 | -1 | -1 | -9 | 1 | 4.5 | · | -11
CCc1ccc(S(=O)(=O)NCCc2cn3ccsc3n2)s1 | -2 | 10 | -3 | 0 | -4 | · | -3 | 4
O=C(Cn1nc(C(F)(F)F)c2c1CCC2)NCc1ccc(F)cc1 | 0 | · | · | 1 | -6 | · | -4 | ·
CC1=NN(c2ccc(Cl)c(C(=O)O)c2)C(=O)/C1=C/c1ccc(-c2ccccc2[N+](=O)[O-])o1 | 7 | 3 | 33 | -18 | -1 | · | 29* | -13
O=C(NCc1nnc(SCC(=O)N2CCN(c3ccccc3)CC2)o1)c1ccc(F)cc1 | 8 | -7 | 0 | 6 | -10 | 0.0 | -11 | -13
COc1cccc(/C=C2\SC(=S)N(CC3CCCO3)C2=O)c1 (centres undefined) | · | 8 | 0 | · | · | · | 10 | -3
CC1CCCC(NC(=O)CSc2n[nH]c(N)n2)C1C (centres undefined) | 2 | -5 | -3 | 5 | -1 | -0.4 | 1 | -4
CCCCC1CCC(C(=O)N(C)CC(=O)Nc2cccc(OC)c2)CC1 (centres undefined) | 2 | 3 | -1 | 5 | -7 | -0.2 | 5 | -9
Cc1ccc(Nc2nc(N)nc(CN3CCC(C)CC3)n2)c(C)c1 | -2 | · | · | 2 | -1 | · | 1 | ·
CC(=O)c1ccc(NC(=O)CCCN2C(=O)COc3ccc(C)cc32)cc1 | -2 | 5 | -1 | -3 | -1 | -0.1 | -11 | -17
COc1cccc(N2CCN(CC(=O)Nc3nc4c(s3)CC(C)CC4)CC2)c1 (centres undefined) | -5 | · | · | -1 | 2 | · | 8 | ·
CC(=O)Nc1nc(-c2ccccc2)c(-c2ccccc2)o1 | · | 0 | 0 | · | · | 16 | · | 3
CC1=NN(c2nc3ccccc3[nH]2)C(=O)C1Cc1ccccc1 (centres undefined) | 5 | 1 | 8 | 8 | · | · | · | 6
CN(C)CCNC(=O)COc1ccc(Cl)cc1Cl | -4 | · | · | -14 | 4 | · | -2 | ·
COC(=O)CN(c1ccccc1)S(=O)(=O)c1cc(Br)ccc1OC | 2 | 1 | 2 | 3 | 4 | -1.3 | -9 | -3
COc1ccc(NC2=C3CCCC=C3N(c3ccc(OC)cc3)C2=O)cc1 | 6 | 5 | 12 | -8 | 3 | -0.3 | 7 | -11
Cc1ccc(S(=O)(=O)N(C)C[C@@H]2OCCCC[C@H](C)Oc3ccc(NC(=O)Nc4cccc5ccccc45)cc3C(=O)N([C@H](C)CO)C[C@H]2C)cc1 | -1 | -2 | -1 | -8 | 0 | 0.7 | 16 | -14
CCCC#Cc1cnc2c(c1)C(=O)N([C@H](C)CO)C[C@H](C)[C@H](CN(C)C(=O)Nc1ccc(OC)cc1)O2 | 6 | 0 | 2 | 1 | -7 | -0.4 | 1 | 3
